Screens from PubChem BioAssay.
HTR5A inv ctr: HTR5A inverse agonists in luminescence cell assay, primary screen, counter-screen for OPRM1-OPRD1 heterodimer inverse agonist project, full-deck HTS; 5-hydroxytryptamine receptor 5A (Homo sapiens), P47898; HTR5A cell line, inverse agonism; inhibition, % at 9.3 µM; 0.083% of 340,000 active; in the data active = inhibition mostly above about 23%, no sharp cut-off; inactive = mostly below about 18%;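 also: 0% = cells with DMSO and 100% = no-cell wells with DMSO; some compounds called inactive have numbers as strong as hits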
Target sequence (P47898 whole entry, looked up): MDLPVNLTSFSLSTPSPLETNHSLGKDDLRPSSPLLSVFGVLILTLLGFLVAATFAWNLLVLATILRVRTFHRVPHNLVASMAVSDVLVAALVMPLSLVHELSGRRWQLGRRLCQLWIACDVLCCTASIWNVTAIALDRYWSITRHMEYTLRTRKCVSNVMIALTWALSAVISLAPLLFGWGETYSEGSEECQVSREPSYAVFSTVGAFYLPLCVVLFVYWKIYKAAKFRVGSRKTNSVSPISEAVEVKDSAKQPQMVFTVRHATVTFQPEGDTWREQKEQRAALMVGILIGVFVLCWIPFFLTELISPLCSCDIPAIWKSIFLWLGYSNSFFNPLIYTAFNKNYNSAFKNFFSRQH
dFosB act: activators of delta FosB homodimer, primary screen, biochemical, fluorescence polarization, TAMRA-CDK5 oligo, single point | 0.99% of 340,000 active | AID 493131, 2011 | Protein FosB (Mus musculus), P13346 | purified delta FosB; percent of positive-control signal above neutral wells | activation, % at 25 µM;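 active = mean activation above about 17%, with every replicate also reaching it, limit read from the data, passing the limit was not always enough; inconclusive = only one of the two conditions met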;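 also: fluorescence polarization rise as delta FosB binds a TAMRA Cdk5 AP-1 oligo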
V-ATPase pH: regulators of yeast V-ATPase proton pumping, primary screen, pHLuorin cytosolic pH fluorescence; response, % at 10 µM; 0.37% of 350,000 active; S. cerevisiae; in the data active = response mostly above about 7.3%, no sharp cut-off; inactive = mostly below about 5.4%; also: actives read high; inactives centre near 0; some compounds called inactive have numbers as strong as hits; reference of the scale not given here
CDK5 p35 inh: inhibitors of human CDK5/p35 kinase, primary screen, biochemical, single concentration | AID 488839, 2010 | 0.01% of 330,000 active | inhibition, % at 10 µM | Recombinant CDK5/p35, ADP-Glo luminescence, 60 min | Cyclin-dependent kinase 5 (Homo sapiens) + Cyclin-dependent kinase 5 activator 1 (Homo …;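 active = highest replicate inhibition of at least 50% and at least 75% of replicates reaching 50%; inconclusive = only one of the two criteria met; inactive = both criteria failed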;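 also: plate controls were DMSO neutral control for no effect and GW8510 at 10 µM for full effect; many of its hits are not listed in these tables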
MITF act: activators of MITF-driven TRPM1 promoter reporter, primary screen, cell-based, SK-MEL-5, luciferase, single point; activation, % at 12.5 µM; SK-MEL-5 TRPM1-promoter luciferase, 24 h; % of positive control, neutral wells = 0; AID 588334, 2011; 0.75% of 300,000 active;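 active = mean activation of at least 80% with every replicate also reaching 80%; inconclusive = mean reaches 80% but some replicate falls short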;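 also: 0% = neutral control wells and 100% = parthenolide positive control wells; values of inactives mirror those of a sister screen read the other way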
PvdQ inh: P. aeruginosa PvdQ acylase inhibitors, primary screen, biochemical, fluorescence, plate reader and imaging, single point; PvdQ acylase [Pseudomonas aeruginosa LESB58]; purified PvdQ acylase; inhibition, % at 10 µM; 0.063% of 340,000 active; AID 488965, 2010; in the data active = inhibition above about 30%, passing the limit was not always enough; inconclusive = no clear call, values can overlap the other calls;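 also: 0% = vehicle neutral wells and 100% = reference inhibitor wells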
SR-BI DiI inh: inhibitors of SR-BI mediated HDL lipid uptake, primary screen, ldlA[mSR-BI] cells, fluorescence, single point. Scavenger receptor class B member 1 (Mus musculus), Q61009. ldlA[mSR-BI] CHO cells, DiI-HDL uptake fluorescence, 3 h. inhibition, % at 12.5 µM. 0.96% of 320,000 active;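 active = mean replicate inhibition of at least 70% and a set share of replicates each scoring 70 or more; inconclusive = meets just one of the two criteria; inactive = fails both criteria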;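 also: 0% = median of neutral control wells and 100% = median of positive control wells; values of inactives mirror those of a sister screen read the other way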
Target sequence (Q61009 whole entry, looked up): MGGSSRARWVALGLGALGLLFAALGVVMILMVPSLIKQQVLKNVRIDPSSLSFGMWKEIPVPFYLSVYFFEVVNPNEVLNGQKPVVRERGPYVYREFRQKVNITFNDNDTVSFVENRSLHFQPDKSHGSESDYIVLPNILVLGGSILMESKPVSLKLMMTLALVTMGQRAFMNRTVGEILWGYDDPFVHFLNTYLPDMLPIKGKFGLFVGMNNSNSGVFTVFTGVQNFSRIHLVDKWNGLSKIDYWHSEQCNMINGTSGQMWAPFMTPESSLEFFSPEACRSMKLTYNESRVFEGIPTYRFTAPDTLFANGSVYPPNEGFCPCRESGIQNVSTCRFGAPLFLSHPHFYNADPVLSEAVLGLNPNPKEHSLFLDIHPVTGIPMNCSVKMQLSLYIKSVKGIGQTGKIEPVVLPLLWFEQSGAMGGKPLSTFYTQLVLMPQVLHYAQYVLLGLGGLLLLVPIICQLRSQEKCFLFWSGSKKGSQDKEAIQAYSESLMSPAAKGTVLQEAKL
NSD2 HMT inh: NSD2 histone methyltransferase inhibitors, primary screen, biochemical, AlphaScreen, single concentration, set 2 | Histone-lysine N-methyltransferase NSD2 (Homo sapiens), O96028 | NSD2 peptide methylation, 120 min | inhibition, % at 12.5 µM | 0.54% of 310,000 active; in the data active = inhibition above about 50%
HTR5A ag: HTR5A agonists in luminescence cell assay, primary screen, counter-screen for OPRM1-OPRD1 heterodimer agonist project, full-deck HTS; 5-hydroxytryptamine receptor 5A (Homo sapiens), P47898; cell-based; activation, % at 9.3 µM; 0.61% of 340,000 active; in the data active = activation mostly above about 9.5%, no sharp cut-off; inactive = mostly below about 7.6%;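 also: 0% = cells with vehicle only and 100% = reference agonist; strong numbers were not always called active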
Wnt act: Wnt/beta-catenin pathway activators, primary screen, cell-based, plate reader, single point. activation, % at 9.35 µM. Wnt/beta-catenin reporter cell assay, activator. AID 743398, 2014. 1.2% of 300,000 active; in the data active = activation above about 30%, passing the limit was not always enough; inconclusive = no clear call, values can overlap the other calls;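 also: 0% = neutral control wells and 100% = positive control wells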
* marks the source's active call; other numbers are inactive results; u = inconclusive; x = not tested or not shown; & = joins results of further samples.

structure | HTR5A ag | PvdQ inh | CDK5 p35 inh | SR-BI DiI inh | NSD2 HMT inh | MITF act | V-ATPase pH | HTR5A inv ctr | dFosB act | Wnt act
Cc1cc(OC(C)C(=O)NCc2ccncc2)c2c3c(c(=O)oc2c1)CCC3 (stereo not given) | 3 | -7 | 0.6 | 7 | -3 | 3 | 2 | -11 | 2 | 0
Cc1ccc(N2C(=O)NC(=O)/C(=C\c3ccc(N4CCOCC4)cc3)C2=O)cc1 | 0 | 6 | -2.9 | -21 | 16 | 5 | -3 | 5 | 3 | 3
Cc1cccc(CN2CCN(CC(=O)N3CCC4(CC3)OCCO4)C2=O)c1 | -1 | -6 | 0.1 | 2 | 1 | x | -3 | 2 | 3 | -3
COc1ccc(NP(=O)(Oc2ccccc2OC)Oc2ccccc2OC)cc1 | 1 | -4 | 0.3 | -6 | -3 | -13 | -1 | 10 | -10 | -2
CCC(=NCC1CCCO1)c1c(O)n(Cc2ccccc2)c(=O)[nH]c1=O (stereo not given) | 0 | 3 | -0.6 | -3 | 16 | -11 | 2 | 0 | -4 | x
C[C@]12CC[C@H](N)CC1=CCC1C2CC[C@@]2(C)C1CC[C@@H]2O (stereo not given in full) | -2 | -22 | 2.9 | -6 | 2 | 1 | 10 | 7 | -25 | -6
CCC(=O)N1CC(=O)Nc2ccc(F)cc2C1c1ccc(F)cc1 (stereo not given) | -6 | -8 | -0.6 | -9 | -4 | -4 | 1 | 22 | 2 | -2
CC(C)(C)C(=O)O[C@H]1CC[C@@]2(C)C(=CC(=O)C3C2CC[C@]2(C)C(=O)[C@@H](F)CC32)C1 (stereo not given in full) | -1 | -10 | 0.6 | 3 | -3 | -2 | -3 | 4 | -8 | -3
CN1C(C(=O)N2CCC3(CC2)OCCO3)=CC(c2ccc(F)cc2)=NS1(=O)=O | -6 | -6 | 0.2 | -7 | 0 | -7 | -3 | 10 | 0 | -4
CN(C)C(=O)Oc1cccc(NC(=O)N2CCOCC2)c1 | 6 | -4 | -1.3 | -12 | -3 | -4 | 3 | -15 | -1 | -4
COC(=O)C12OCC34C(CC5C(C)=C(O)C(=O)CC5(C)C3C(O)C1O)OC(=O)C(OC(=O)/C=C(\C)C(C)C)C24 (stereo not given) | -1 | 1 | -1.5 | -18 | 0 | x | -6 | 4 | -8 | -10
O=C(O)[C@H]1C[C@@H]1[C@H](NP(=O)(c1ccccc1)c1ccccc1)c1ccccc1 | -1 | 6 | -1.2 | -18 | x | 4 | -1 | -3 | 0 | -2
CN1CCC2(CC1)c1ccccc1-c1ccccc12 | 4 | 2 | -1.3 | 10 | 9 | 43 | -1 | -16 | -9 | 2
c1ccc2c(c1)[IH]c1ccccc1-2 | 2 | -14 | 2.1 | -13 | x | -87 | -1 | -10 | 33* | -2
CN(C)CC1CCCCC1OC(=O)Cc1ccc(Cl)c([N+](=O)[O-])c1 (stereo not given) | -1 | -4 | -1.5 | x | 1 | -19 | -2 | 2 | -6 | -2
COc1ccc(-c2nc3ccccc3c(=O)o2)cc1 | 4 | 28 | -1.8 | 17 | 0 | 19 | -3 | -10 | -13 | 7
Cc1oc2ccc(OC(=O)N(C)C)cc2c1C(=O)OC(C)C | 14 | 4 | -0.2 | 2 | -1 | x | 13 | -39 | -5 | 0
CN(C)C(=O)Nc1cccc(OC(=O)N(C)C)c1 | 5 | -6 | -0.4 | 39 | 1 | -3 | -1 | -13 | 0 | -8
Cc1cccc2c1=NC(=O)/C(=C/c1c(O)[nH]c(=O)[nH]c1=O)C=2 | 6 | 6 | 0.0 | -20 | 3 | -11 | 7 | 7 | -10 | x
Cc1ccccc1C1=NCC(=S)Nc2ccc(Cl)cc21 | 1 | -4 | -2.8 | 13 | -1 | x | -1 | -2 | -8 | -5
O=C(C1CC(=O)N(c2ccc(F)c(Cl)c2)C1)N1CCC2(CC1)OCCO2 (stereo not given) | -6 | -5 | 0.6 | -7 | 0 | 3 | 3 | 12 | 2 | x
C[C@]12CC[C@H](O)CC1=CCC1C2CC[C@@]2(C)C1CC[C@@H]2OCc1ccccc1 (stereo not given in full) | -2 | -13 | 1.0 | -1 | 0 | -5 | 2 | 7 | -3 | -4
COC(=O)C1=C(c2ccccc2OCc2ccccc2)C[C@@H]2CC[C@H]1N2C(=O)NCCCOC(C)C | 7 | -11 | -1.4 | -8 | x | -5 | 4 | -20 | -8 | -5
COC(=O)c1ccccc1OP(=O)(c1cccc([N+](=O)[O-])c1)c1cccc([N+](=O)[O-])c1 | 10 | -5 | 0.1 | 4 | 25 | -4 | -1 | 18 | -3 | 0
O=C1NC(=O)[C@]2(Cc3ccccc3N3CCN(c4ccccc4)CC32)C(=O)N1c1ccccc1 (stereo not given in full) | -1 | -9 | -0.4 | 12 | 4 | 6 | 2 | 24 | -12 | x
CCN(CC)C(=O)c1ccc(NC(=O)c2c(C)noc2C)cc1 | 5 | 6 | -1.2 | 8 | x | 1 | -3 | 19 | -7 | -2
CC(=O)Nc1ccccc1C(=O)OCC(=O)c1ccccc1Cl | 3 | 12 | 1.2 | 3 | -3 | 19 | 3 | -7 | -3 | u
Cc1ccc(-n2c(O)c(C=NCCN3CCNCC3)c(=O)[nH]c2=S)cc1 | -1 | -10 | -0.6 | -20 | 2 | 4 | 2 | 2 | -4 | -1
C/C(=N/O)c1ccc2ccc3ccccc3c2c1 | 5 | -10 | 1.6 | -18 | -1 | 27 | -3 | -4 | -34 | u
COc1ccc(-n2c(O)c(C(C)=NC3CC3)c(=O)[nH]c2=O)cc1 | -3 | -7 | -0.6 | -17 | -3 | -1 | -1 | -39 | 8 | x

Compound profiles, as listed above. Order of screens: HTR5A ag, PvdQ inh, CDK5 p35 inh, SR-BI DiI inh, NSD2 HMT inh, MITF act, V-ATPase pH, HTR5A inv ctr, dFosB act, Wnt act
CCC(=NCC1CCCO1)c1c(O)n(Cc2ccccc2)c(=O)[nH]c1=O (stereo not given) is entered as 0, 3, -0.6, -3, 16, -11, 2, 0, -4, x
c1ccc2c(c1)[IH]c1ccccc1-2 is entered as 2, -14, 2.1, -13, x, -87, -1, -10, 33*, -2
O=C1NC(=O)[C@]2(Cc3ccccc3N3CCN(c4ccccc4)CC32)C(=O)N1c1ccccc1 (stereo not given in full) is entered as -1, -9, -0.4, 12, 4, 6, 2, 24, -12, x
C[C@]12CC[C@H](N)CC1=CCC1C2CC[C@@]2(C)C1CC[C@@H]2O (stereo not given in full) is entered as -2, -22, 2.9, -6, 2, 1, 10, 7, -25, -6
Cc1cccc(CN2CCN(CC(=O)N3CCC4(CC3)OCCO4)C2=O)c1 is entered as -1, -6, 0.1, 2, 1, x, -3, 2, 3, -3

The results go on.
structure | HTR5A ag | PvdQ inh | CDK5 p35 inh | SR-BI DiI inh | NSD2 HMT inh | MITF act | V-ATPase pH | HTR5A inv ctr | dFosB act | Wnt act
Nc1cccc(N=Cc2c(O)n(Cc3ccc(F)cc3)c(=O)[nH]c2=O)c1 | -10 | 0 | 0.3 | -7 | 0 | -5 | 0 | -9 | -2 | x
CCOC(=O)c1ccc(-[n+]2c(-c3ccccc3)cc(-c3ccccc3)cc2-c2ccccc2)cc1 | 5 | -12 | -1.9 | 18 | x | -75 | -6 | 0 | 0 | x
COC(=O)C1=C(c2cccc(OC)c2OC)C[C@@H]2CC[C@H]1N2C(=O)N1CCCC1 | 4 | -17 | 0.3 | -14 | x | 6 | -3 | -11 | 0 | 7
NC(=O)c1cn(C2OC(CO)C(O)C2O)c2ncnc(N)c12 (stereo not given) | 2&1 | -12&-9 | 42&46 | -10&-16 | -3 | -82 | -2&1 | -9&-3 | -4&-1 | -21&-3
Cc1cc(S(=O)(=O)NCc2ccccc2)ccc1OCC(=O)N1CCN(C)CC1 | 0 | -7 | -2.6 | 34 | 8 | 12 | 6 | 2 | -10 | -2
CCCn1cc(CN2CCCC(C(=O)c3cccc(OC)c3)C2)c(C)n1 (stereo not given) | 1 | -7 | 1.2 | 44 | -1 | -4 | 8 | -2 | -6 | x
COc1cc(OC)cc(C(=O)NC(=S)N2C[C@H]3C[C@H](C2)c2cccc(=O)n2C3)c1 | 0 | -2 | 1.4 | -6 | x | 3 | 1 | -9 | -8 | -1
CN1CCC2(CC1)C(C#N)=C(N)NC(S)=C2C#N | 1&1 | -2&-17 | 0.4&-5.0 | -4&-11 | 46&30 | -7&1 | -3&0 | -3&-3 | 4&4 | 5
CCCCN1C(=N)C(CC)(CC)C(=O)NC1=O | -1 | 3 | 1.0 | 14 | -3 | 14 | 4 | 7 | -7 | 0
C=CCn1c(O)c(C(C)=NC2CC2)c(=O)[nH]c1=O | -2 | 5 | 1.2 | -26 | 16 | -10 | 4 | 7 | -2 | x
CCC(=NCc1ccco1)c1c(O)n(-c2ccc(Cl)cc2)c(=O)[nH]c1=O | 2 | 7 | 0.4 | 5 | -3 | -1 | 3 | -4 | -6 | -1
CS(=O)(=O)N1CCCC(C(=O)N2CCC3(CC2)OCCO3)C1 (stereo not given) | 2 | -22 | -0.6 | 9 | -3 | -7 | 0 | -9 | -6 | -4
ClC(Cl)=C(c1ccc(Cl)cc1)c1ccc(Cl)cc1 | -1 | -11 | -2.6 | 26 | x | -4 | -4 | 5 | 0 | -4
C/C(=N\N1CCCCCC1)c1c(O)n(-c2ccc(Cl)cc2)c(=O)[nH]c1=O | 3 | 0 | -1.8 | 21 | 0 | 21 | -1 | -23 | 10 | 3

A different layout for part of the listing above:
Every second line gives: HTR5A ag | PvdQ inh | CDK5 p35 inh | SR-BI DiI inh | NSD2 HMT inh | MITF act | V-ATPase pH | HTR5A inv ctr | dFosB act | Wnt act
> COc1cc(OC)cc(C(=O)NC(=S)N2C[C@H]3C[C@H](C2)c2cccc(=O)n2C3)c1
  0 | -2 | 1.4 | -6 | x | 3 | 1 | -9 | -8 | -1
> C/C(=N\N1CCCCCC1)c1c(O)n(-c2ccc(Cl)cc2)c(=O)[nH]c1=O
  3 | 0 | -1.8 | 21 | 0 | 21 | -1 | -23 | 10 | 3

A portion of the library; the hit share may differ from the screen's.
